High-throughput results: PubChem BioAssay, National Center for Advancing Translational Sciences (NCATS)
EPAC2 ag = qHTS for Agonist of cAMP-regulated guanine nucleotide exchange factor 4 (EPAC2): primary screen; Rap guanine nucleotide exchange factor 4 (Homo sapiens), Q8WZA2; EPAC2 activation, biochemical qHTS; response scale: 100% = 6.5 mM cAMP response; Potency, µM (doses to about 154 µM), for inactives: top-dose activation, hits mostly activators; hit rate 0.079% among 360,000; AID 720711, 2013; note: potency is the fitted concentration of half-maximal effect; nearly all actives have a fitted effect of over 50% in size
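Compounds were titrated in qHTS against a Rap1B-BODIPY-GDP (250 nM) complex with EPAC2 (100 nM) and GDP (50 uM). BODIPY-GDP release tracked at 480/540 nm over 30 min at room temperature, normalized to 6.5 mM cAMP.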
DRD3 agonist = qHTS of D3 Dopamine Receptor Agonist: qHTS; D(3) dopamine receptor (Homo sapiens), P35462; D3R DiscoveRx beta-arrestin cells, luminescence, 90 min; max activation, %; hit rate 0.58% among 410,000; AID 652048, 2013; in the data active = max activation above about 30%; note: 0% is about no effect; mostly tested at two doses, the higher about 12 µM
Target sequence (P35462 whole entry, looked up): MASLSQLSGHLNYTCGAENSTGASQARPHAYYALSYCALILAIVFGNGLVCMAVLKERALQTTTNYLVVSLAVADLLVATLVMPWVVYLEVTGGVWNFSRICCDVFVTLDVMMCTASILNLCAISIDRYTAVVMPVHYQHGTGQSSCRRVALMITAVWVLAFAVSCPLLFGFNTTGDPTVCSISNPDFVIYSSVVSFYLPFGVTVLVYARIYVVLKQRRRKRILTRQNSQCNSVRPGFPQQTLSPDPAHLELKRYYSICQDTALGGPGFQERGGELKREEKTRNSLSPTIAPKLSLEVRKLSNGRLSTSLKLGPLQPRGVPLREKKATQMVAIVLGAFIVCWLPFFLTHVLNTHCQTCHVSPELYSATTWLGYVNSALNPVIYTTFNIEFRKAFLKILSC
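Cells at 1500/well, incubated overnight, then treated with pinned compounds (dopamine as control) for 90 min at 37 degrees C. DiscoveRx reagent added for 30 - 60 minutes at room temperature; luminescence read.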
aSyn yeast inh = qHTS of alpha-syn Inhibitors; Yeast expressing alpha-synuclein, growth rescue, BacTiter-Glo, 24 h; Potency, µM (top dose mostly 46.1 µM), for inactives: at the top dose growth rescue (activation), usual class: activators; hit rate 0.14% among 370,000; AID 652106, 2013; note: potency is the fitted concentration of half-maximal effect; % of control where 0% means no effect; nearly all actives have a fitted effect of over 65% in size
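Screening used galactose-induced yeast with toxic alpha-synuclein levels, exposed to compound for 24 hr at 30 deg C. Cell growth, read with BacTiter-Glo luminescence, gave the measured signal.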
FUS suppressor = qHTS for Suppressors of FUS Proteinopathy: Primary screen using FUS-linked yeast assay; S. cerevisiae FUS-expressing, growth rescue, OD600, 24 h; Potency, µM (titrated, usually from 76.6 µM), inactives show top-dose growth rescue (activation), hits mostly activators; hit rate 0.24% among 390,000;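 note: potency is the fitted concentration of half-maximal effect; plate controls were DMSO vehicle for no effect and reference control for full effect; nearly all actives have a fitted effect of over 55% in size; some results filed as inactive show a strong effect at the top dose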
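Absorbance at 600 nm, taken 24hr after compound addition, measured rescue of FUS-yeast growth at 30C. Induction used 2% galactose with seeding at OD 0.005. Controls: CP55940 from 92uM final, DMSO only.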
EPAC2 antagonist = qHTS for Antagonist of cAMP-regulated guanine nucleotide exchange factor 2 (EPAC2): primary screen; Rap guanine nucleotide exchange factor 4 (Homo sapiens), Q8WZA2; EPAC2 GEF exchange of Rap1B-BODIPY-GDP, fluorescence; Potency, µM (top dose mostly 114 µM), for the others: at the highest dose activity, negative = inhibition, actives largely listed as inhibitors; hit rate 0.18% among 360,000; AID 720708, 2013; note: potency is the fitted concentration of half-maximal effect; % is set by controls: 0 for no effect and ±100 for the full control effect; nearly all actives have a fitted effect of over 45% in size; many of its hits are not listed in these tables
DRD3 antagonist = qHTS of D3 Dopamine Receptor Antagonist: qHTS. D3R cells, DiscoveRx beta-arrestin luminescence, antagonist mode; stronger effect = lower value. max response, negative = inhibition, %. hit rate 2.5% among 360,000. AID 652054, 2013; in the data active = max response below about -50%; inconclusive = no clear call, values can overlap the other calls; note: % is set by controls: 0 for no effect and ±100 for the full control effect; mostly tested at two doses, the higher about 12 µM
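Cells plated overnight at 1500 cells/well, then exposed to library compounds with dopamine controls for 90 minutes at 37 degrees C. DiscoveRx reagent added for 30–60 minutes at room temperature; luminescence read, quantitative HTS format.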
TDP43 rescue = qHTS of TDP-43 Inhibitors. TDP-43 expressing yeast growth rescue, BacTiter-Glo, 24 h. Potency, µM (highest dose often 46.1 µM), inactives show at the highest dose growth rescue (activation), hits mostly activators. hit rate 1.8% among 410,000. AID 652104, 2013; note: potency is the fitted concentration of half-maximal effect; % of control where 0% means no effect; nearly all actives have a fitted effect of over 50% in size
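Galactose-induced TDP-43 yeast, OD600=0.02, compound pinned; 24 hr, 30 deg C; BacTiter-Glo luminescence for growth. Inhibitors of TDP-43 toxicity read as activators.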
Abeta rescue = qHTS for compounds that reverse cellular toxicity of Amyloid beta (A-beta) peptide in yeast: Primary Screen. yeast expressing A-beta42, growth rescue, OD600, 48 h; response scale: 0% DMSO, 100% iron-clioquinol control. Potency, µM (top dose mostly 46.1 µM), inactives show top-dose growth rescue, most hits filed as activators. AID 1347071, 2019. hit rate 0.063% among 410,000; note: potency is the fitted concentration of half-maximal effect; nearly all actives have a fitted effect of over 55% in size
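Growth rescue measured by 600 nm absorbance after 48 h yeast culture at 30 C with compound. Values normalized between DMSO and an equimolar ferric chloride plus clioquinol control.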
* hit, by the source's call; ? = inconclusive; · = not tested or not shown; & = joins results of further samples; [ ] = dose if it differs, or a comment. Unless noted, calls come from the whole dose curve; as a rule, active = well fitted curve in the direction sought with a large enough effect; inconclusive = small, poorly fitted or top-dose-only effect, or another doubt; inactive = no such curve, though single readings can be large; an effect the other way counts as inactive or inconclusive. Only part of the results is shown, so the mix of outcomes need not match the whole.

structure	EPAC2 ag	DRD3 agonist	aSyn yeast inh	FUS suppressor	EPAC2 antagonist	DRD3 antagonist	TDP43 rescue	Abeta rescue
CCc1ccccc1NC(=O)CNC(=O)c1cn(Cc2ccccc2)nc1-c1cccnc1	10%	-7	-1%	·	-3%	8	9%	-12%
CCCCCCOC(=O)CCc1c(C)nc(N)[nH]c1=O	3%	-2	-1%	0%	4%	22	5%	-5%
Cc1ccc(S(=O)(=O)N2CCN(C(=O)CCC(=O)NCc3ccc(F)cc3)CC2)cc1	-6%	-6	-5%	·	4%	-18	4%	0%
COc1ccccc1NC(=O)c1sc2nc3c(cc2c1N)CCCCCC3	·	-5	·	-9%	·	·	20%	4%
Cc1cccc(NS(=O)(=O)c2cccc(C(=O)N3CC(C)OC(C)C3)c2)c1 (stereo unspecified)	-2%	2	0%	16%	-2%	-1	21%	-4%
COc1cc(NC(=O)Cc2nn(C)c(=O)c3ccccc23)cc(OC)c1OC	0%	5	0%	34%	2%	19	-27%	2%
[O-][n+]1c2ccc3nonc3c2nn1-c1ccccc1Cl	-2%	6	3%	·	18%	21	14%	15%
CCOc1ccc(CNCc2ccccc2Cl)cc1	2%	-13	0%	-24%	9%	-16	21%	-2%
COc1ccccc1-c1nn2c(=O)cc(CN3CCN(C(=O)/C=C/c4ccccc4)CC3)nc2s1	·	4	·	?	·	·	-1%	-17%
Cc1ccc(N(CC(=O)Nc2cc(Cl)ccc2Oc2ccccc2)S(C)(=O)=O)cc1C	12%	0	0%	6%	-14%	-1	4%	26%
CSc1ccc(CNC(=O)C2CCC(=O)N(CCc3cccc(F)c3)C2)cc1 (stereo unspecified)	-6%	-12	4%	12%	2%	7	4%	13%
CCOc1ccc(-n2ccnc2SCC(=O)N2CCCc3ccccc32)cc1	9%	-8	8%	-3%	-3%	3	0%	10%
Cc1cccc(NC(=O)CCNS(=O)(=O)c2ccc3c(c2)CCCC(=O)N3)c1C	·	3	0%	-8%	·	·	12%	-16%
CCn1cc2nc(SCc3ccccc3)n(Cc3ccc(C)cc3)c(=O)c2n1	·	0	·	0%	·	·	9%	-14%
Cc1c(C(=O)NCc2ccccc2CN2CCCC2)oc2ccc(F)cc12	10%	-15	9%	10%	-3%	-18	2%	-14%
O=C(CCCCCn1c(=S)[nH]c2ccc(N3CCOCC3)cc2c1=O)NCc1ccccc1	9%	-18	3%	13%	14%	-16	-15%	11%
Cn1c(=O)oc2cc(S(=O)(=O)NCCC(=O)Nc3ccc4c(c3)OCCO4)ccc21	6%	13	-1%	18%	5%	10	-6%	8%
CCCn1c(SCC(=O)NCC2CCCO2)nc2c1c(=O)n(C)c(=O)n2C (stereo unspecified)	-2%	-2	1%	8%	6%[57.1 µM]	22	-8%	-7%
COc1cc2c(cc1OC)C(COc1ccc(F)cc1)N(C(=O)c1cccc(F)c1)CC2 (stereo unspecified)	·	7	9%	42%	·	·	35µM*	-16%
Cc1ccccc1NC(=O)c1ccc(-c2ccc(Cl)cc2Cl)o1	13%	0	1%	0%	3%	-17	20µM*	?
CCC(Oc1ccccc1OC)C(=O)Nc1ccc2c(c1)n(C)c(=O)n2C (stereo unspecified)	-2%	3	-1%	21%	-2%	11	-9%[1.82 µM]	-3%
Cc1cc(C)c(NS(=O)(=O)c2ccc3c(c2)n(C)c(=O)n3C)c(C)c1	8%	2	-7%	-22%	-5%	1	18%	-9%
O=C(Cc1c[nH]c2ccccc12)N1CCN(S(=O)(=O)c2cccc(Cl)c2Cl)CC1	4%	-2	28%	?	-7%	-5	18%	17%
O=C(CCNS(=O)(=O)c1ccc(Cl)cc1)NCc1cccs1	8%	3	4%	-3%	-3%	-6	-5%[0.397 µM]	-1%
CCn1c(N)c(C(=O)NCCOC)sc1=S	7%	5	1%	-8%	9%	-13	13%	3%

Later entries:
structure	EPAC2 ag	DRD3 agonist	aSyn yeast inh	FUS suppressor	EPAC2 antagonist	DRD3 antagonist	TDP43 rescue	Abeta rescue
COc1cccc(NC(=O)CN(c2ccc(C)cc2)S(=O)(=O)c2c(C)nn(C)c2C)c1	16%	-7	-2%	28%	-6%	-24	0%	15%
O=C1CC(N2CCC(c3nc4ccccc4s3)CC2)C(=O)N1 (stereo unspecified)	-3%	-5	-12%	-3%	6%	-18	-8%	18%
CCn1cc(C(=O)Nc2ccc(C)cc2[N+](=O)[O-])c(C)n1	8%	5	4%	10%	-5%	69	17%	7%
O=C(CSc1nnc(-c2ccccc2F)o1)OCc1ccccc1	10%	1	2%	8%	12%	-7	-11%	-16%
Fc1cccc(CSc2ncnc3c2oc2ccccc23)c1	-8%	-9	-14%	7%	11%	-6	-16%	0%
Cc1ccc(C)c(NC(=O)CSc2nc3ccccc3nc2N2CCOCC2)c1	-2%	2&0	-2%	-15%&0%	21%	13	9%&13%	-2%&-4%
C=CCc1cccc(CNc2c(C)n(C)n(-c3ccccc3)c2=O)c1O	3%	0	0%	36%	-2%	?	13%	30%
CN(C(=O)c1ccc2nc(N)sc2c1)c1ccccc1	1%	3	0%	2%	-16%	16	-5%	5%
O=C(Cc1cc(=O)oc2cc(O)ccc12)N[C@@H](Cc1c[nH]c2ccccc12)C(=O)O	-5%	-3	-4%	10%	16%	8	-18%	-4%
O=C(CCc1nnc(Cc2c[nH]c3ccccc23)o1)NCCC1CCCCO1 (stereo unspecified)	11%	2	-7%	9%	-4%	-20	9%	-7%
COc1ccccc1CNC(=O)C(NS(=O)(=O)c1ccc2c(c1)OCCO2)C(C)C (stereo unspecified)	-7%	-8	1%	·	13%	7	1%	-15%
O=C(Nc1ccc(C(=O)N2CCOCC2)cc1)c1ccccc1Cl	8%	-3	-4%	-25%	1%	6	12%	-8%
COc1ccc(-c2nc3ccc(Cl)cn3c2Cc2ccc(C)cc2)cc1OC	5%	2	0%	29%	-10%	14	25%	10%
COc1ccccc1N1CCN(c2nccc(C)n2)CC1	9%	4	10%	-8%	0%	19	-15%[1.82 µM]	16%
O=C(NC1CCN(C(=O)Nc2ccc(F)cc2)CC1)c1cccc(F)c1	5%	3	-7%	-3%	3%	1	-12%	-13%
O=C1/C(=C/c2cccc(F)c2)Oc2cc(O)ccc21	26%	11	-3%	30%	26%	7	-10%	-79%[inhibitor]
O=C(NCCc1csc(-c2ccccc2)n1)c1ccc(Br)o1	12%	3	6%	2%	-19%	7	22µM*	1%
OC1(c2cccc(F)c2)CCN(Cc2ccncc2)CC1	-4%	-7	-7%	6%	7%	-78*	-1%	-2%
CC(C)c1ccc(CNC(=O)CSCC(=O)Nc2ccc3ccccc3c2)cc1	3%	2	4%	17%	-6%	24	-5%	-6%
COCCNC(=O)c1cc(-c2ccccc2)n(CC2CC(c3ccc(OC)cc3)=NO2)n1 (stereo unspecified)	12%	-8	-6%	12%	6%	18	2%	-9%
CCCC(=O)N1CCC1(C)C(=O)NS(=O)(=O)c1cccc(F)c1 (stereo unspecified)	6%	-3	-1%	-17%	0%	-18	8%	-9%
CCCN(Cc1nnc(-c2cccs2)o1)C(=O)CN1C(=O)NC2(CCCCC2)C1=O	-5%	-5	1%	3%	-20%	8	21%	10%
Cc1cc(=O)[nH]c2nnc(SCC(=O)Nc3ccc(F)cc3F)n12	·	-9	·	-21%	·	·	?	-7%
COc1cccc(CN2CCc3ccc(NC(=O)CCc4ccc(C)cc4)cc3C2)c1O	-1%	-20	11%	1%	1%	?	6%	-1%
Cc1cc2nc(-c3ccccc3)cc(=O)n2[nH]1	17%	-8	-1%	-3%	9%	-14	15%	-1%

(list continues)
structure	EPAC2 ag	DRD3 agonist	aSyn yeast inh	FUS suppressor	EPAC2 antagonist	DRD3 antagonist	TDP43 rescue	Abeta rescue
COc1ccccc1N(CC(=O)N1CCN(c2ccc(F)cc2)CC1)S(=O)(=O)c1ccc(C)cc1	-1%	0	4%	·	5%	-1	0%	-2%
O=C(O)CSc1nc2ccccc2s1	4%	3	?	-11%	5%	2	4%	10%
COc1ccccc1NC(=O)CSc1nc(=O)n(Cc2ccncc2)c2c1CCCC2	-1%	8	2%	2%	17%	20	24%	0%
CC(=O)Oc1ccc(C(=O)O)cc1OC(C)=O	6%	24	-5%	14%	18%	8	-21%	-16%
COc1ccccc1-c1c(C)oc2c(CN3CCN(CCO)CC3)c(O)ccc2c1=O	-2%[15.6 µM]	-13	-4%	18%	11%	-5	-17%	-2%
CCN(C(=O)COc1ccc(C)cc1OC)c1cccc2ccccc12	-3%	3	13%	·	-5%	18	0%	-8%
CC(=O)Nc1ccc(C(=O)CSc2nnc(Cn3nnc4ccccc43)n2C)cc1	9%	5	1%	11%	9%	15	-16%	1%
COc1ccc(CNC(=O)c2ccc3c(c2)CCN3S(=O)(=O)c2ccccc2)cc1	·	1	·	15%	·	·	18%	4%
COCCn1c(SCC(=O)Nc2ccccc2C)nc2c(oc3ccccc32)c1=O	-1%	3	0%	·	1%	3	2%	8%
CC(=O)NC(C)(c1ccccc1)c1nc(-c2ccc(F)c(Cl)c2)cs1 (stereo unspecified)	14%	0	6%	40%	-28%	-1	11µM*	23%
Cc1cc(OCC(=O)Nc2ccc(OCc3ccccc3)cc2)nc(C(C)C)n1	-9%	-4	-6%	13%	-2%	6	5%	17%
Cc1ccc(OCC(=O)NCCNC(=O)c2ccco2)cc1	11%	-7	-8%	18%	17%	-12	-4%	-6%

2 of the compounds above, with two lines to a compound.
Order of values: EPAC2 ag | DRD3 agonist | aSyn yeast inh | FUS suppressor | EPAC2 antagonist | DRD3 antagonist | TDP43 rescue | Abeta rescue
CCN(C(=O)COc1ccc(C)cc1OC)c1cccc2ccccc12
    -3% | 3 | 13% | · | -5% | 18 | 0% | -8%
CC(=O)Nc1ccc(C(=O)CSc2nnc(Cn3nnc4ccccc43)n2C)cc1
    9% | 5 | 1% | 11% | 9% | 15 | -16% | 1%
